Source: PubChem BioAssay
ALDH1A1 inh: blocks purified human ALDH1A1 activity; hit rate 7.3% among 220,000; Potency, µM (top dose mostly 75.3 µM), inactives show at the top dose activity, negative = inhibition, usual class: inhibitors; Purified ALDH1A1, NADH fluorescence, propionaldehyde substrate; P00352; active = well fitted inhibition curve with a large enough effect, not every such curve was filed as active; inconclusive = small, poorly fitted or top-dose-only effect, or another doubt; inactive = no such curve, though single readings can be large or run the other way;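 note: plate controls were no enzyme wells and a reference inhibitor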
Target sequence (P00352 whole entry, looked up): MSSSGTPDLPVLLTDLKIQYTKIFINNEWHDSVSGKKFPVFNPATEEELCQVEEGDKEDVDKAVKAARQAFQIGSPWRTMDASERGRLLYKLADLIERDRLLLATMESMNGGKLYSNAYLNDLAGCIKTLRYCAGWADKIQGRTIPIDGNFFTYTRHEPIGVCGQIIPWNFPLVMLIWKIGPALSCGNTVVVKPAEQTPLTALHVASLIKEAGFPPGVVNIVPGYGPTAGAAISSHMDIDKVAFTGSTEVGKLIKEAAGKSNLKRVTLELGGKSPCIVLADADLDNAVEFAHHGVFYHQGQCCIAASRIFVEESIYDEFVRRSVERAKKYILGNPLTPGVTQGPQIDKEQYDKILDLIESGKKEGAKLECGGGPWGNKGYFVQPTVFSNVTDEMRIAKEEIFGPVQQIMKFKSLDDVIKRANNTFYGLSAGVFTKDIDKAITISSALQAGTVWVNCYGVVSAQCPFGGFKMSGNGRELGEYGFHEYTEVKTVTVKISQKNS
aGal spleen mod: alpha-galactosidase A (human) modulation; hit rate 0.008% among 240,000; Potency, µM (series often up to 80 µM), for inactives: at the highest dose activity change, negative = inhibition, actives largely listed as inhibitors; P06280; human spleen homogenate, 4MU-alpha-Gal fluorescence, 40 min; AID 2107;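 note: 0% = enzyme with vehicle and -100% = no enzyme basal signal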
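Human spleen homogenate (1 ug) as enzyme source, 4-methylumbelliferyl-alpha-D-galactopyranoside 1 mM final, citrate/phosphate pH 5.0 with 0.01% Tween-20. Compounds 40 min at 37C, NaOH/glycine stop; fluorescence Ex 365/Em 440, Hill-fit AC50.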
GAA glycogen mod: inhibitors or activators of human alpha-glucosidase glycogen cleavage. recombinant GAA, glycogen substrate, Amplex Red glucose oxidase fluorescence. Potency, µM (top dose mostly 76.4 µM), without a hit: at the top dose activity change, negative = inhibition, most hits filed as inhibitors. hit rate 0.38% among 300,000. AID 2100;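 note: 0% = full enzyme reaction and -100% = no-enzyme basal signal; the screen sought inhibitors and activators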
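Recombinant human alpha-glucosidase (4 nM final) hydrolysed bovine liver glycogen (30 ug) for 40 min at 37 C in pH 5.0 citrate/phosphate with 0.01% Tween-20. Released glucose detected by glucose oxidase/Amplex Red, Ex 573/Em 610 nm. Compounds up to 77 uM; AC50 from Hill fits.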
NPSR antagonist: neuropeptide S receptor (human) antagonism, cAMP; AID 1461; hit rate 1% among 220,000; Q6W5P4; CHO-NPSR cells, cAMP TR-FRET, antagonist mode; Potency, µM (top dose mostly 38.3 µM), inactives show at the top dose activity change, negative = inhibition, usual class: inhibitors; note: % is set by controls: 0 for no effect and ±100 for the full control effect; nearly all actives have a fitted effect of over 50% in size; many of its hits are not listed in these tables
Target sequence (Q6W5P4 whole entry, looked up): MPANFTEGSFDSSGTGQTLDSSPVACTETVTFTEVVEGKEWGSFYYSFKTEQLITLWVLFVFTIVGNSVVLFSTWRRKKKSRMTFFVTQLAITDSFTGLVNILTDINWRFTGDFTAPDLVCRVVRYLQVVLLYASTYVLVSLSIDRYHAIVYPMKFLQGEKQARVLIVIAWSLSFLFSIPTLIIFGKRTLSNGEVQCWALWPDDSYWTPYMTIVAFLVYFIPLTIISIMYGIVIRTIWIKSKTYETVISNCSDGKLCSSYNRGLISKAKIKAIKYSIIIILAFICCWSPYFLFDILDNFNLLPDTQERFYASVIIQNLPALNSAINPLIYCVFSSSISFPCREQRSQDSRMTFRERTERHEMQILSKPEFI
Epigenetic reg: regulators of epigenetic silencing causing reporter derepression in mouse cells; murine LDR cells, GFP reporter derepression, 30 h; Potency, µM (highest dose often 53.9 µM), for the others: at the highest dose GFP activation, hits mostly activators; hit rate 0.2% among 280,000; AID 1865; note: % of control where 0% means no effect; nearly all actives have a fitted effect of over 60% in size
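Reporter derepression read as number of fluorescent GFP-positive objects, 20-120 um in size, counted by laser-scanning cytometer. Mouse LDR line with an epigenetically silenced CMV-GFP locus; compound incubation 30 h, 37 C.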
GAA spleen mod: inhibitors or activators of human alpha-glucosidase in spleen homogenate; human spleen homogenate, 4-MU-alpha-glucoside fluorescence; Potency, µM (titrated, usually from 79.9 µM), inactives show top-dose activity change, negative = inhibition, most hits filed as inhibitors; hit rate 0.006% among 240,000;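 note: 0% = enzyme with vehicle and -100% = no enzyme basal signal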
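AC50 values come from Hill-equation fits of concentration-response data, normalized to no-enzyme and full-activity controls. Enzyme source: 1 ug human spleen homogenate; 1 mM fluorogenic 4-MU glucoside, pH 5.0 citrate buffer, 37 C, 40 min.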
Tau fluor cs: counter-screen for tau fibril formation inhibitors; tau K18 P301L Alexa594 fluorescence, heparin fibrillization; Potency, µM (titrated, usually from 57.7 µM), for the others: at the highest dose activity change, negative = decrease; hit rate 0.93% among 280,000; note: % is set by controls: 0 for no effect and ±100 for the full control effect; nearly all actives have a fitted effect of over 55% in size
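Human tau K18 P301L (15 uM unlabeled, 0.24 uM Alexa 594-labeled) in 100 mM sodium acetate pH 7 with 20 uM heparin, 6 hr at 37 C. ThT 30 uM added, 1 hr ambient; Alexa 594 FP and total fluorescence read at 555/632 nm.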
GAA inhib: alpha-glucosidase (human) inhibition | P10253 | purified human GAA, 4-MU-alpha-glucoside fluorescence | Potency, µM (series often up to 76.9 µM), inactives show at the top dose activity change, negative = inhibition, most hits filed as inhibitors | hit rate 0.005% among 200,000 | AID 1466;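 note: plate controls were uninhibited enzyme wells for no effect and no-enzyme background for full effect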
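Human enzyme at 4 nM with 400 uM 4-methylumbelliferyl-alpha-D-pyranoside, citrate/phosphate buffer pH 5.0, 0.005% Tween-20, 20 min at room temperature. Compounds up to 77 uM. 4-MU fluorescence (Ex 365/Em 440) read after NaOH/glycine stop; AC50 from Hill fit.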
Active calls of the source: *; u = inconclusive; x = no result given; [ ] = dose if it differs, or a comment. Unless noted, calls come from the whole dose curve; as a rule, active = well fitted curve in the direction sought with a large enough effect; inconclusive = small, poorly fitted or top-dose-only effect, or another doubt; inactive = no such curve, though single readings can be large; an effect the other way counts as inactive or inconclusive. Potency is the fitted concentration of half-maximal effect.

SMILES | ALDH1A1 inh | aGal spleen mod | GAA glycogen mod | NPSR antagonist | Epigenetic reg | GAA spleen mod | Tau fluor cs | GAA inhib
CCOC(=O)c1ccc(S(=O)(=O)N2CCN(CC(=O)NC(=O)NC3CCCCC3)CC2)cc1 | -1% | -2% | -19% | u | -2.7% | -15% | -2% | -22%
OCCC1CN(Cc2cc3c(cc2Cl)OCO3)CCN1C1CCCC1 (stereo unspecified) | 5% | 2% | -4% | -9% | 1.9% | 3% | -1% | -5%
CCCc1nnc(SCC(=O)N2C(C)CCCC2C)n1CCCOC (stereo unspecified) | u | 7% | 9% | 1%[46.1 µM] | -0.9% | -5% | -8% | -22%
CCCC1=[N+](CC(=O)c2ccccc2)CCn2c(C)ccc21 | -2% | 0% | -3% | -12%[46.1 µM] | 2.5% | -5% | -4% | -3%
CCCc1[nH]nc2c1C(c1cccc(OC)c1)C(C#N)=C(N)O2 (stereo unspecified) | 20µM* | -14% | -7% | -12%[46.1 µM] | -1.1% | -5% | -10% | 3%
Cc1c(C(=O)N2CCCC2)sc(NC(=O)c2ccccc2)c1C#N | 2% | 6% | 2% | -3% | -1.0% | -17% | -6% | -3%
CCOC(=O)c1[nH]c(C)c(/C(O)=C2\C(=O)C(=O)N(CCCN3CCOCC3)C2c2cccs2)c1C (stereo unspecified) | u | -6% | 10% | -13% | -3.3% | -6% | -8% | -11%[15.4 µM]
C[N+](C)(C)CCN(Cc1ccc(Cl)cc1)c1ccccn1 | -5% | 0% | 0% | -13%[46.1 µM] | 0.0% | -10% | 2% | -1%
N#C/C(=C\c1cc(Cl)c(OCc2ccc(Cl)cc2)c(Cl)c1)C(N)=O | x | -3% | 1% | 1% | 0.0% | 1% | -11% | x
COc1nnc(-c2ccc(N3CCCCC3)c(NC(=O)C3CCCCC3)c2)c2ccccc12 | 6% | 5% | 0% | 0%[46.1 µM] | -2.0% | 1% | -6% | 0%

As entered above:
aGal spleen mod with C[N+](C)(C)CCN(Cc1ccc(Cl)cc1)c1ccccn1 = 0%
Tau fluor cs with CCCc1nnc(SCC(=O)N2C(C)CCCC2C)n1CCCOC (stereo unspecified) = -8%
NPSR antagonist with N#C/C(=C\c1cc(Cl)c(OCc2ccc(Cl)cc2)c(Cl)c1)C(N)=O = 1%

Profiles from above. Screens in order: ALDH1A1 inh | aGal spleen mod | GAA glycogen mod | NPSR antagonist | Epigenetic reg | GAA spleen mod | Tau fluor cs | GAA inhib
`OCCC1CN(Cc2cc3c(cc2Cl)OCO3)CCN1C1CCCC1` (stereo unspecified) as listed: 5% | 2% | -4% | -9% | 1.9% | 3% | -1% | -5%
`Cc1c(C(=O)N2CCCC2)sc(NC(=O)c2ccccc2)c1C#N` as listed: 2% | 6% | 2% | -3% | -1.0% | -17% | -6% | -3%

Going on with the list.
SMILES | ALDH1A1 inh | aGal spleen mod | GAA glycogen mod | NPSR antagonist | Epigenetic reg | GAA spleen mod | Tau fluor cs | GAA inhib
COc1ccc(C)cc1-n1nnnc1SCC(=O)c1ccc2c(c1)OCCO2 | 11µM* | 5% | -6% | -30%[46.1 µM] | 1.3% | -4% | -23% | -19%
C/C(N)=C(/C#N)C(=O)CSc1nc2ccccc2c(=O)n1Cc1ccc(F)cc1 | 0% | 2% | -7% | u | 3.1% | -1% | u | -4%
COc1ccc(C(=O)N=S2CCN(C(=O)c3ccc(Cl)cc3)CC2)cc1 | 1% | -3% | 2% | -7% | 1.1% | -2% | -20% | -2%
CC(=O)c1ccc(N2CCN(CC(=O)N(CC(C)C)c3c(N)n(CC(C)C)c(=O)[nH]c3=O)CC2)cc1 | -1% | 19% | 0% | -9% | -4.8% | 4% | 0% | -2%
CCCCn1cnc2c1c(=O)n(CC(=O)c1cc(C)n(C)c1C)c(=O)n2CC(C)C | -1% | 7% | -15% | -28%[46.1 µM] | -2.8% | 3% | -2% | -5%
COc1ccc(NC(=O)C2C3C=CC4(CN(Cc5cccnc5)C(=O)C24)O3)c(OC)c1 (stereo unspecified) | 13% | -2% | 4% | -9%[46.1 µM] | -4.6% | -5% | -5% | 1%
O=C(CCSCc1cccc(Cl)c1)NC1CCCC1 | 12% | -10% | -3% | -14%[46.1 µM] | 0.3% | -4% | -8% | -3%
C/C(=N\NC(=O)c1nn(C)cc1Cl)c1ccncc1 | 12% | 1% | 0% | 8% | -0.9% | 5% | 9% | 1%
Cc1[nH]c2ccccc2c1N=Nc1c(C)n(C)n(-c2ccccc2)c1=O | u | 6% | u | -41% | -0.5% | -1% | 2% | -4%
O=[N+]([O-])c1cc(/C=N/NC(=S)Nc2ccccc2Cl)ccc1Cl | 1% | 3% | 6% | -58% | 9.9% | 7% | u | 1%
CC1=NNC(=O)C1CCC(=O)N/N=C/C(Br)=C/c1ccccc1 (stereo unspecified) | u | 0% | u | -11%[46.1 µM] | -2.7% | -5% | 8% | 0%
CC1(C)CCC2(C(=O)O)CC[C@]3(C)C(=CCC4[C@]5(C)CCC(O)C(C)(C)C5C(O)C[C@]43C)C2C1 (stereo partly specified) | u | -9% | x | x | 4.0% | 4% | -1% | x
Cc1ccc(CN2CCN(Cc3cccn3-c3ccccn3)CC2CCO)cc1 (stereo unspecified) | 3% | -1% | -10% | -3% | 1.0% | 2% | -10% | -1%
Cn1c(=O)c2cc(S(=O)(=O)NC(C(=O)Nc3cccnc3)c3ccccc3)ccc2n(C)c1=O (stereo unspecified) | -13% | 6% | -7% | -13%[46.1 µM] | -1.0% | 2% | -11% | -4%
Nc1[nH]n(-c2ccccc2)c(=O)c1N=Nc1ccc2ncsc2c1 | x | -3% | -11% | 38% | 1.3% | -6% | 5µM*[quencher] | x
Cn1nnnc1Sc1ncnc2scc(-c3ccc(F)cc3)c12 | 0% | -8% | 11% | -18%[46.1 µM] | 3.1% | -2% | -24% | -1%[15.4 µM]
Cc1nn(Cc2ccccc2Cl)c2sc(C(=O)NC(C)(C)C)cc12 | -6% | -11% | -4% | u | 0.1% | -10% | -17% | -3%
O=C(CSc1nc2ccccc2[nH]1)c1ccco1 | -7% | 8% | -13% | -13%[46.1 µM] | -1.3% | 0% | -7% | 1%
O=C(CN(C(=O)c1ccco1)c1cccc(F)c1)NCc1ccc(F)cc1 | -3% | 1% | 0% | -5%[46.1 µM] | -0.7% | -6% | -10% | 11%
CC(C)n1cc(CN2CCN(CCc3ccccc3)C(CCO)C2)cn1 (stereo unspecified) | -5% | -6% | 17% | 3% | -2.9% | -1% | -8% | 4%
CCOC(=O)N1CCN(c2nc(-c3cccc(OC)c3)cc(C(F)(F)F)n2)CC1 | 2% | -1% | -15% | u | -2.0% | 1% | -12% | 2%
Cc1cc(C)c2[nH]c(=O)c(C(c3nnnn3Cc3ccc4c(c3)OCO4)N3CCC(C)CC3)cc2c1 (stereo unspecified) | u | -10% | -9% | -19%[46.1 µM] | -4.9% | -6% | -3% | 3%
O=C(CCCSc1nc2ccccc2[nH]1)Nc1ccccc1 | -1% | 8% | 2% | 22%[46.1 µM] | 1.1% | 2% | -7% | -10%
COc1ccc(-n2nc(C(=O)NCC(=O)N3CCN(c4ccccn4)CC3)c3ccccc3c2=O)cc1Cl | u | -1% | -1% | -14% | -1.1% | 4% | -25% | -1%
O=C(NC1=NCCS1)c1ccc(OCC2CCCO2)cc1 (stereo unspecified) | 9% | 2% | 2% | -1%[46.1 µM] | -0.9% | 2% | -3% | 0%
CCCn1c(O)c(C=Nc2ccccc2)sc1=S | 14µM* | 4% | -6% | 28% | 0.0% | 1% | u | u
Cc1cc2nc(CCN3CCOCC3)n(S(=O)(=O)c3ccc(C(C)(C)C)cc3)c2cc1C | -3% | 24% | -1% | u | -0.8% | -12% | 7% | 5%
CN1CCN(P(=O)(c2ccccc2)c2nc3ccccc3s2)CC1 (stereo unspecified) | 0% | -3% | 0% | 14%[46.1 µM] | 0.7% | -8% | 4% | -4%
CCN(CC)S(=O)(=O)c1ccc(N2CCOCC2)c(NC(=O)c2ccc(OC)c([N+](=O)[O-])c2)c1 | x | 11% | -16% | -19% | -2.2% | 7% | -16% | x
CCCCn1ccnc1C(=O)c1cccc(S(=O)(=O)N2CC(C)CC(C)C2)c1 (stereo unspecified) | u | -1% | -13% | u | 5.0% | -3% | -21% | -18%
Cc1c(N=C2Nc3cccc4cccc2c34)c(=O)n(-c2ccccc2)n1C | -7% | 6% | -10% | -16%[46.1 µM] | -2.7% | -3% | -30% | -11%
C/C(=N\NC(=O)c1nn(C)c(C)c1Br)c1cccc(NC(=O)c2ccc(F)cc2)c1 | 10% | 2% | -11% | -1% | -2.5% | 4% | -22% | -13%
COC(=O)[C@@H]1CC[C@H](C)[C@@H](c2ccc(C)cc2)N1C(=O)c1ccc(/C=N\O[C@@H]2O[C@H](COC(C)=O)[C@H](OC(C)=O)[C@H](OC(C)=O)[C@H]2OC(C)=O)cc1 | 13%[13.5 µM] | -20%[17.5 µM] | x | x | 0.0%[10.1 µM] | 0%[17.4 µM] | -8%[11.6 µM] | x
CC(C)CCNC(=O)c1onc(CSc2ccc(F)c(F)c2)c1C(=O)NCCC(C)C | x | -3% | -15% | -21% | 0.0% | 2% | -15% | x
Fc1ccc(N2CCN(C(c3cccs3)c3nnnn3C3CCCC3)CC2)cc1 (stereo unspecified) | 0% | -1% | 3% | u | -2.2% | -12% | -16% | -19%
COc1ccc(CSc2nnc(C)s2)cc1F | -1% | 2% | -4% | 3% | 0.2% | -8% | -11% | 3%
Cc1ccc(-c2nc3ccccc3c(=O)n2CCN2CCOCC2)cc1 | -12% | -4% | 4% | -9%[46.1 µM] | 0.4% | -20% | -11% | -7%
CCC(C)(C)NC(=O)C(c1ccc(O)cc1)N(CCOC)C(=O)CCC(=O)Nc1nccs1 (stereo unspecified) | x | -5% | -1% | 8% | 3.9% | -3% | -23% | x
O=C(CNS(=O)(=O)c1ccccc1)Nc1cccc([N+](=O)[O-])c1 | -7% | 3% | -13% | 2% | 2.4% | -4% | 1% | 6%
COc1ccc(-c2c[n+]3c(n2-c2c(C)n(C)n(-c4ccccc4)c2=O)CCCCC3)cc1 | 13% | -7% | -3% | 7% | -0.2% | 2% | 8% | 1%
COc1ccc(Sc2nc3ccccc3n3c(C(F)(F)F)nnc23)cc1 | -2% | 12% | 12% | u | -1.4% | -6% | -5% | 3%

This is a subset (hit frequency here may not be typical).
